# Screens as filed in PubChem.
# human PMI inhibition: inhibitors of human PMI, primary screen, biochemical, fluorescence intensity, coupled assay (AID 1209); inhibition, % at 20 µM, or IC50 in µM where a hit was titrated; Mannose-6-phosphate isomerase (Homo sapiens); 190,000 compounds, 0.42% hits; purified PMI enzyme, coupled fluorescence intensity; higher % means a stronger effect;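 further: plate controls were DMSO vehicle for no effect and wells lacking substrate for full effect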
# West Nile virus CPE: West Nile virus antiviral activity, cell-based, CPE readout (AID 1621). West Nile virus-infected cells, CPE inhibition; higher % means a stronger effect. CPE inhibition, % at 10 µM; hits with a dose series show IC50 in µM. 290,000 compounds, 0.02% hits; in the data active means a potency from the dose series; inconclusive means CPE inhibition mostly from about 3.7% at the one dose, without a potency; inactive means the rest, 99 in 100 with CPE inhibition below about 2.2%; further: strong numbers were not always called active
# TNAP activators: human TNAP enzyme activators, primary screen, biochemical, luminescent, no phosphate acceptor, uHTS (AID 1001) | 200,000 compounds, 0.03% hits | purified TNAP, luminescent activation assay, no phosphate acceptor; higher activation fold means a stronger effect | one-dose activation fold at 20 µM; EC50 in µM for titrated hits | Alkaline phosphatase, tissue-nonspecific isozyme (Homo sapiens); in the data active means activation fold from about 3, or a potency from the dose series; inactive means the rest, 99 in 100 with activation fold below about 1.6; further: many of its hits are not listed in these tables
# RSV antiviral HEp-2: RSV antiviral activity via CPE protection, HEp-2 cells, primary 10 µM value included (AID 2391). CPE inhibition, % at 10 µM, or IC50 in µM where a hit was titrated. HEp-2 cells, RSV-induced CPE inhibition; higher % means a stronger effect. 310,000 compounds, 0.13% hits; in the data active means a potency from the dose series; inconclusive means CPE inhibition mostly from about 23% at the one dose, without a potency; inactive means the rest, 99 in 100 with CPE inhibition below about 21%; further: strong numbers were not always called active
# M17LAP inhibition: P. falciparum M17LAP inhibitors, primary screen, biochemical, fluorogenic H-Leu-NHMec substrate, 1536-well (AID 1619); recombinant M17LAP, H-Leu-NHMec fluorogenic kinetic assay; higher % means a stronger effect; Leucine aminopeptidase (Plasmodium falciparum (isolate 3D7)); 220,000 compounds, 0.38% hits; inhibition, % at 30 µM, or IC50 in µM where a hit was titrated;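 active means compound inhibiting the enzyme by more than half at any dose during confirmatory dose-response retesting; inconclusive means strong single-dose inhibitors picked by rank but not retested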;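 further: plate controls were full reaction with DMSO carrier for no effect and no enzyme background for full effect; strong numbers were not always called active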
# K1F lysis inhibition: inhibition of K1F phage lysis, E. coli UTI89, bacterial capsule biogenesis inhibitors, alamar blue (AID 488966) | E. coli UTI89 K1F phage lysis, alamar blue, 2 h; higher % means a stronger effect | one-dose inhibition, % at 100 µM; IC50 in µM for titrated hits | 340,000 compounds, 0.02% hits;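 active means phage lysis inhibition, versus mean bacterial control, above a set limit; inconclusive means no clear call, values can overlap the other calls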;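 further: capsule biogenesis inhibitors block K1F phage lysis so surviving cells raise fluorescence; higher fluorescence means more inhibition of phage lysis; actives were called in the ten point dose series up to 300 µM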
# T cell modulator: modulators of CD8 T cell-vesicle binding, primary screen, mouse 2C CD8+ T cells, flow cytometry | 2C CD8+ T cell-vesicle binding; hits give low values | calls only at 7 µM | 330,000 compounds, 0.068% hits;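 active means response, share of CD8 T cells binding vesicles, and their 90th percentile fluorescence all below set limits, cut at about 80% in these data, passing the limit was not always enough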
#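 Assay system: 2C TCR transgenic mouse naive CD8+ T cells, MACS-purified | Read-out: CD8+ gate FL2 mean fluorescence as % of same-row positive control | Signal: High-throughput flow cytometry with anti-B7-1 and anti-CD8 staining | Timing: Binding step 1.5 h, 37 °C, antibody labelling 20 min, ice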
# human PMI inhibitors: human PMI inhibitors, high substrate, primary screen, biochemical, fluorescence intensity, high mannose 6-phosphate (AID 1220) | 190,000 compounds, 0.66% hits | inhibition, % at 20 µM, or IC50 in µM where a hit was titrated | recombinant PMI enzyme, coupled fluorescence intensity; higher % means a stronger effect
# P. falciparum M1AAP: P. falciparum M1AAP inhibitors, biochemical, fluorogenic H-Leu-NHMec substrate, 1536-well (AID 1445) | Aminopeptidase N (Plasmodium falciparum (isolate 3D7)) | recombinant M1AAP, H-Leu-NHMec fluorogenic kinetic assay; higher % means a stronger effect | inhibition, % at 30 µM; hits with a dose series show IC50 in µM | 220,000 compounds, 0.42% hits;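 active means primary inhibition above the hit cutoff, then over 50% inhibition at one or more dose response concentrations, cut at about 23% in these data, passing the limit was not always enough; inconclusive means conflicting primary data, or primary hits not chosen for dose response; inactive means low primary inhibition, or under 50% at every dose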;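 further: plate controls were DMSO full reaction for no effect and no enzyme background for full effect; strong numbers were not always called active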
# T cell modulator vesicle-bound %: further read-out of T cell modulator, marked with its call; double positive events, %; measured here: CD8+ vesicle-bound cell fraction;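 binding gate set so that unloaded-vesicle control wells show 10% double positive cells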
# Starred values were filed as active, the others as inactive; i = inactive; ? = inconclusive; · = not tested or not shown; & = joins results of further samples; [ ] = remark or other dose. Unless noted, no stated cut-off is given here; in the data, active means inhibition above about 50%; inactive means the rest. This is a random part of the collection; about 1.5% have a hit in one of these screens.
SMILES,human PMI inhibition,West Nile virus CPE,TNAP activators,RSV antiviral HEp-2,M17LAP inhibition,K1F lysis inhibition,T cell modulator,T cell modulator vesicle-bound %,human PMI inhibitors,P. falciparum M1AAP
CCOc1ccc(NC(=O)CN(C)CC(=O)Nc2ccccc2SC)cc1OCC,7%,-0.7%,1.1,1.2%,5%,-0.4%,i,52,12%,0%
O=C(CNC(=S)NC(=O)c1ccccc1Br)c1ccccc1,-55%,0.0%,1.1,0.7%,-7%,0.5%,i,65,-28%,-11%
O=C(Cc1nn[nH]n1)NCCC1=CCCCC1,14%,1.3%,1.1,0.7%,5%,-0.1%,i,51,-1%,2%
CCCc1nc2c(nnn2Cc2ccccc2Cl)c(=O)[nH]1,-7%,-0.4%,1.1,2.0%,1%,0.4%,i,6,-5%,5%
O=C(NC1CC2CCC(C1)N2Cc1ccco1)c1ccccc1 (stereo not drawn),2%,-0.2%,1,0.1%,-8%,0.6%,i,59,4%,-1%
CCOC(=O)N1CCN(c2ncnc3nc[nH]c23)CC1,8%,-0.1%,1.2,0.9%,-5%,-0.4%,i,53,9%,-1%
CCSc1nnc([C@@H](NC(=O)OC(C)(C)C)C(C)C)o1,·,-0.6%,·,0.4%,-2%,0.7%,i,16,·,5%
CCn1cc(C(=O)NCCC(=O)NCCO)c(=O)c2cc3c(cc21)OCO3,·,-0.5%,·,1.8%,·,0.1%,i,61,·,·
COc1ccc(C(=O)/C=C/c2cn(CN3CCN(C)CC3)c3ccccc23)cc1,9%,·,0.9,0.1%,-4%,5.3%,i,4,6%,13%
CCO[C@@H]1OC(C(=O)NCc2ccccc2)=C[C@H](c2ccc3c(c2)OCO3)[C@H]1CCCO,11%,0.0%,1.1,3.5%,-3%,0.0%,i,28,16%,-1%
Cc1ccc(-c2nc3n(n2)Cc2ccccc2-3)cc1,-15%,-1.1%,1,?,22%,0.6%,i,44,-16%,3%
O=C(c1cc2ccccc2oc1=O)N1CCN(CCc2ccccc2)CC1,7%,-0.6%,1.1,-0.5%,4%,9.1%,i,41,0%,1%
CC(C)(C)NC(=O)CSc1nnc(-c2ccco2)n1Cc1ccco1,2%,-0.4%,1.1,-0.6%,-5%,0.8%,i,8,-6%,1%
COc1ccc(NC(=O)CCC(=O)N/N=C/c2cn(C)nc2C)cc1,·,0.5%,·,·,7%,·,i,24,·,-3%
CC(C)(C)NC(=O)NCc1cccnc1,·,0.3%,·,1.5%,-1%,0.5%,i,33,·,-4%

# Gathered by group, the entries above containing a halogen
SMILES,human PMI inhibition,West Nile virus CPE,TNAP activators,RSV antiviral HEp-2,M17LAP inhibition,K1F lysis inhibition,T cell modulator,T cell modulator vesicle-bound %,human PMI inhibitors,P. falciparum M1AAP
O=C(CNC(=S)NC(=O)c1ccccc1Br)c1ccccc1,-55%,0.0%,1.1,0.7%,-7%,0.5%,i,65,-28%,-11%
CCCc1nc2c(nnn2Cc2ccccc2Cl)c(=O)[nH]1,-7%,-0.4%,1.1,2.0%,1%,0.4%,i,6,-5%,5%

# Quoted from the listing:
# CCn1cc(C(=O)NCCC(=O)NCCO)c(=O)c2cc3c(cc21)OCO3 in RSV antiviral HEp-2 is listed with 1.8%
# CCOC(=O)N1CCN(c2ncnc3nc[nH]c23)CC1 in K1F lysis inhibition is listed with -0.4%
# CCCc1nc2c(nnn2Cc2ccccc2Cl)c(=O)[nH]1 in RSV antiviral HEp-2 is listed with 2.0%

# (further entries)
SMILES,human PMI inhibition,West Nile virus CPE,TNAP activators,RSV antiviral HEp-2,M17LAP inhibition,K1F lysis inhibition,T cell modulator,T cell modulator vesicle-bound %,human PMI inhibitors,P. falciparum M1AAP
CCOC(=O)C1CCN(S(=O)(=O)c2cc(C(=O)N3CCCCC3)ccc2OC)CC1,·,-0.6%,·,1.5%,·,1.0%[50 µM],i,7,·,·
CC(=O)N1CCN(c2ccc(OC[C@H]3CO[C@](Cn4ccnc4)(c4ccc(Cl)cc4Cl)O3)cc2)CC1,5%&-5%,-0.1%,1.1&1.1,5.6%,-2%&1%,6.4%,i,18,6%&-5%,-1%&3%
CC1(C)CC(NC(=O)c2coc(=O)c(Br)c2)CC(C)(C)N1,-7%,0.1%,1,1.6%,-53%,0.9%,i,45,-3%,8%
CN1C(=O)C(C)(C)c2cc(S(=O)(=O)N3CCN(c4ccc(F)cc4)CC3)ccc21,·,-0.5%,·,12%,·,0.6%,i,31,·,·
CCCCn1cnc2c1c(=O)[nH]c(=O)n2CCCC,0%,0.1%,1,0.0%,-8%,0.6%,i,55,0%,-15%
CC(C)Cn1c(N)c(C(=O)COC(=O)/C=C/c2cccs2)c(=O)n(C)c1=O,·,-1.0%,·,9.7%,0%,0.7%,i,55,·,1%
CCCCN(CC)CCNC(=O)Cn1cc2c(n1)-c1c(oc(C(=O)N3CCCC3)c1C)CC2,·,-0.2%,·,-0.2%,·,0.2%,i,15,·,·
CCCCCCN1CC(=O)N2[C@@H](Cc3c([nH]c4ccccc34)C2(C)C)C1=O,·,-1.3%,·,2.2%,·,-0.1%,i,56,·,·
C/C(=N/NC(=O)c1cc(Cl)ccc1O)C12CC3CC(CC(C3)C1)C2,-13%,0.3%,1,4.7%,5%,12%,i,16,-4%,12%
CC(C)N1CCC(=NNC(=O)c2cccs2)CC1,·,0.1%,·,0.3%,·,0.3%,i,18,·,·
O=C(CSc1ccccc1)NCc1ccc(F)cc1,12%,0.1%,1.1,1.3%,-6%,-0.1%,i,56,4%,3%
CCOc1ccc(S(=O)(=O)NC2CCCCCC2)cc1,3%,-2.1%,1.1,16%,-1%,-0.3%,i,42,-1%,0%
COc1cccc(-c2ccc(NC(=O)C3CCCN(Cc4ccco4)C3)cc2)c1 (stereo not drawn),·,-0.2%,·,15%,·,-0.3%,i,4,·,·
CCNC(=S)Nc1ccc(-c2nc3ccccc3[nH]2)cc1,4%,-0.8%,1.1,3.1%,7%,-2.5%,i,20,-3%,7%
CC(C)Oc1ccc(C(=O)Nc2ncn[nH]2)cc1,·,0.0%,·,5.3%,·,-2.9%,i,37,·,·

# Next part, overlapping the part above by two compounds.
SMILES,human PMI inhibition,West Nile virus CPE,TNAP activators,RSV antiviral HEp-2,M17LAP inhibition,K1F lysis inhibition,T cell modulator,T cell modulator vesicle-bound %,human PMI inhibitors,P. falciparum M1AAP
CCNC(=S)Nc1ccc(-c2nc3ccccc3[nH]2)cc1,4%,-0.8%,1.1,3.1%,7%,-2.5%,i,20,-3%,7%
CC(C)Oc1ccc(C(=O)Nc2ncn[nH]2)cc1,·,0.0%,·,5.3%,·,-2.9%,i,37,·,·
O=C1N(c2ccccc2)CCN1c1ccccc1,·,-0.6%,·,0.4%,·,1.5%,i,8,·,·
O=S(=O)(NCCc1csc(-c2cccnc2)n1)c1cccc(F)c1,·,-0.3%,·,-0.5%,·,0.0%,i,71,·,·
CN(C)CCNc1oc(-c2cccc(Cl)c2)nc1C#N,-7%,0.6%,1.1,-1.9%,-36%,0.1%,i,22,-7%,?
Cc1occc1-c1nnc(SCC(=O)Nc2ccccc2)n1Cc1ccccc1,2%,3.1%,1,2.6%,8%,0.1%,i,62,3%,2%
Cc1ccc2[nH]c(=O)c(C(c3nnnn3C3CCCC3)N(Cc3cccnc3)Cc3ccco3)cc2c1 (stereo not drawn),4%,0.1%,1.1,2.3%,10%,0.3%,i,5,4%,7%
O=C(NC(=O)c1cc(OCC(F)(F)F)ccc1OCC(F)(F)F)Nc1ccccc1,·,0.0%,·,4.5%,-5%,0.6%,i,21,·,-1%
O=C(NCCc1ccccc1)c1ccc(OCCOc2ccccc2)cc1,-2%,0.1%,1.1,0.8%,-10%,1.6%,i,10,-8%,0%
O=C(NNC(=S)Nc1ccccc1)c1ccc2ncccc2c1,-8%,0.3%,2.1,-1.8%,-2%,-0.1%,i,27,-10%,-18%
O=C(NC(=S)NCC1CCCO1)c1ccc([N+](=O)[O-])cc1 (stereo not drawn),1%,0.7%,1,1.8%,-14%,8.1%,i,20,0%,8%
CCOC(=O)C(C)(C)N(Cc1ccc(C)cc1)S(=O)(=O)c1ccc(Cl)c([N+](=O)[O-])c1,8%,?,1.6,6.3%,5%,1.1%,i,34,-3%,4%
Cc1nn(C)c(C)c1/C=C/C(=O)c1ccccc1,-1%,-0.1%,1.1,1.8%,3%,4.6%,i,55,-1%,7%
CN1CCN(c2ccc(NC(=O)COc3ccc(Cl)cc3Cl)cc2)CC1,8%,-0.2%,1.1,8.9%,8%,0.4%,i,23,12%,1%
COc1ccc(NC(=O)COc2ccccc2)cc1NC(=O)c1ccco1,·,-0.6%,·,0.7%,·,0.2%,i,68,·,·
N#CCCn1cc(/C=N/O)c(-c2ccc(F)cc2)n1,-4%,0.3%,1.2,-0.5%,3%,0.1%,i,38,-7%,1%
Cc1cccc2cc3c(N)c(C(=O)N4CCc5ccccc54)sc3nc12,21%,-0.6%,1.1,-1.1%,-1%,0.5%,i,49,13%,1%
CCCC(=O)Nc1nnc(SCC(=O)N2CCN(c3ccccc3)CC2)s1,·,0.2%,·,1.1%,13%,0.6%,i,46,·,?
CCOCCCN(C(=O)c1snc(C(N)=O)c1N)C(C(=O)NC1CCCC1)c1ccc(OC)cc1 (stereo not drawn),·,-1.2%,·,0.7%,·,1.3%,i,31,·,·
CCc1ccccc1NC(=O)N1CCc2ccccc2C1,·,-0.8%,·,1.2%,·,0.7%[50 µM],i,60,·,·
O=C(NCc1cccnc1)C(=O)NCC(c1ccco1)N1CCN(c2ccc(F)cc2)CC1 (stereo not drawn),-4%,-1.2%,1.1,3.1%,-3%,0.4%,i,7,-7%,6%
Cc1nn2c(c1-c1ccc(Cl)cc1)N=C(c1ccco1)CC2c1ccccc1 (stereo not drawn),7%,-0.5%,1,8.6%,17%,-0.1%,i,13,0%,10%
